# IDE cell inh: inhibits human insulin-degrading enzyme in HEK cells; P14735; FAbetaB cleavage, fluorescence polarization; inhibition, % at 5.59 µM; actives 0.41% (n = 320,000);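 active = percent inhibition above the average of all tested compounds plus 3 SD, set per screening campaign, cut at about 16% in these data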;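 also: IDE supplied by intact live HEK cells; FP after avidin binding of uncleaved biotin substrate so inhibition keeps polarization high; 0% = DMSO wells and 100% = 60 µM reference IDE inhibitor Ii1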
# Target sequence (P14735 whole entry, looked up): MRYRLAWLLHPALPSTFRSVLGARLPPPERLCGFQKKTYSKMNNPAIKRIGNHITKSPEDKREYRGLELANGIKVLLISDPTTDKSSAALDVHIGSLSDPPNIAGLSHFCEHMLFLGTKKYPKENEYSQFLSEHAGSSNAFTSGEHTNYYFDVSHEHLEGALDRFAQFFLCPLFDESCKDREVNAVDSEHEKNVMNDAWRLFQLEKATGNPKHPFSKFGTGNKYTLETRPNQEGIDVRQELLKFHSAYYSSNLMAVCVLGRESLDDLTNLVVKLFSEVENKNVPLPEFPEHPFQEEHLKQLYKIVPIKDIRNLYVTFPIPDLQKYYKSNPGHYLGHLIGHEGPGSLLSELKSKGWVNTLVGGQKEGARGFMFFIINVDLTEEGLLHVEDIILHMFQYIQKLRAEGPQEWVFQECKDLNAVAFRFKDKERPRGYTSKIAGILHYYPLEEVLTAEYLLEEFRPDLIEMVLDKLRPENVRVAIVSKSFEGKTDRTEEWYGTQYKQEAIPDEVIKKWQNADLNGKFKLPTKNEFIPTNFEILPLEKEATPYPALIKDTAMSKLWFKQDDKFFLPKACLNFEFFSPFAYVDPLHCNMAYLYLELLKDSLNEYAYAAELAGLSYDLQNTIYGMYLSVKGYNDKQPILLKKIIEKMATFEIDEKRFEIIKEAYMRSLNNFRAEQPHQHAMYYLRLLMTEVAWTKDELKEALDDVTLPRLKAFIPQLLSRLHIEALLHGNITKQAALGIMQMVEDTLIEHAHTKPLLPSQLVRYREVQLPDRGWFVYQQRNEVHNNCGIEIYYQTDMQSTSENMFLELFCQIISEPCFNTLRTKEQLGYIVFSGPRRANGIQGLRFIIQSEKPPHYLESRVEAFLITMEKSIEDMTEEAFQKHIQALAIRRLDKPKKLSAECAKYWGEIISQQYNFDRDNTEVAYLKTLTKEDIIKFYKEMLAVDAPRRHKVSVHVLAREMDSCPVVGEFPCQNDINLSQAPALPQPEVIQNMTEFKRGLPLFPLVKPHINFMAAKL
# CHRM4 agonist: agonists of human muscarinic M4 receptor (CHRM4); P08173; CHO-K1 hM4/Gqi5, Fluo-8 calcium fluorescence; vehicle 0%, full acetylcholine response 100%; activation, % at 3 µM; actives 0.14% (n = 360,000); AID 624127;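 active = activation above the run mean over all test wells plus 3 SD, cut at about 32% in these data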;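 also: peak over basal fluorescence ratio per well then scaled between controls; 0% = DMSO wells and 100% = acetylcholine at EC100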
# M5 ag: agonists of human muscarinic M5 receptor (CHRM5) | P08912 | CHO-K1 hM5 cells, Fluo-8 calcium fluorescence; 0% DMSO wells, 100% maximal acetylcholine response | activation, % at 3 µM | actives 0.19% (n = 360,000) | AID 624037;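 active = activation above the run's mean over test compounds plus 3 SD, cut at about 23% in these data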;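 also: signal is peak over basal fluorescence ratio across the kinetic read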
# CRFBP-R2 block: blocks CRF-induced signaling of the CRF-BP/CRF-R2 complex | inhibition, % at 11.8 µM | actives 0.59% (n = 350,000) | HEK293 CRF-R2/CRF-BP, CRF-induced calcium fluorescence;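 active = inhibition of the ligand-induced calcium signal above about 50% at the single tested concentration, limit read from the data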
# CHRM5 PAM: CHRM5 positive allosteric modulation | AID 624038 | P08912 | activation, % at 3 µM | actives 0.3% (n = 360,000) | CHO-K1 hM5, Fluo-8 calcium, ACh EC20 PAM; 0% = ACh EC20, 100% = ACh EC100;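 active = activation above the run cutoff, the mean activation of all test compounds plus 3 SD, cut at about 18% in these data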
#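 System – CHO-K1 hM5 cells · Compound – 3 µM, single dose · Incubation – compound preincubation 140 s before EC20 acetylcholine addition · Technique – Fluo-8 calcium fluorescence · Measure – Max/basal fluorescence ratio as % of EC20–EC100 ACh window · Benchmarks – low control EC20 acetylcholine (0%), high control EC100 acetylcholine (100%) · Replication – singlicate, one well per test compound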
# CHRM4 PAM: potentiates acetylcholine response at human M4 receptor; CHO-K1 hM4/Gqi5, Fluo-8 calcium fluorescence, ACh EC20; 0% = ACh EC20, 100% = maximal ACh; activation, % at 3 µM; actives 0.4% (n = 360,000); AID 624126;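 active = activation above its plate's cutoff, the mean activation of sample wells plus 3 SD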; also: some results filed as inactive read as strong as hits
# CHRM5 antagonist: antagonists of human muscarinic M5 receptor (CHRM5). P08912. CHO-hM5 cells, Fluo-8 calcium fluorescence, ACh EC80. inhibition, % at 3 µM. actives 0.59% (n = 360,000);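 active = inhibition above a per-plate cutoff, the mean of that plate's test compounds plus 3 SD, cut at about 27% in these data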;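 also: 0% = acetylcholine EC80 with DMSO and 100% = DMSO without agonist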
# CRFBP-R2 agonist: CRF-BP/CRF-R2 complex agonism. HEK293 CRF-R2/CRF-BP, calcium dye fluorescence (FLIPR); percent of saturating CRF peptide response. activation, % at 13.2 µM. actives 0.46% (n = 350,000). AID 588473;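 active = activation of at least 50%, plus an integration ratio under a set limit after plate pattern correction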;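 also: plate controls were neutral control wells without compound for no effect and CRF at EC100 for full effect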
# M4 antag: antagonists of human muscarinic M4 receptor (CHRM4); P08173; CHO-hM4 cells, ACh EC80, Fluo-8 calcium fluorescence; inhibition, % at 3 µM; actives 0.73% (n = 360,000); AID 624125;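 active = inhibition above its plate's cutoff, the mean inhibition of sample wells plus 3 SD, cut at about 27% in these data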;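 also: 0% = acetylcholine EC80 with DMSO and 100% = DMSO without agonist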
# * hit, by the source's call; x = no result given. No enrichment for hits; overall some 2.9% were active at least once.
SMILES,IDE cell inh,CHRM4 agonist,M5 ag,CRFBP-R2 block,CHRM5 PAM,CHRM4 PAM,CHRM5 antagonist,CRFBP-R2 agonist,M4 antag
CN(C(=S)Nc1ccccc1F)C1(c2ccccc2Cl)CCCCC1=O (stereo unspecified),3,0,-3,-18,-3,8,0,2.3,-1
COc1ccc(NS(=O)(=O)c2cccc(NC(=O)CCC(=O)c3ccc(Cl)cc3)c2)cc1,-1,9,3,-12,-12,-9,11,-0.1,10
Cc1cc(C(=O)Nc2ccc(N3CCOCC3)cc2)c2ccccc2n1,10,1,1,6,-1,5,1,-1.8,-6
Cc1cc(C)n2nc(CNS(=O)(=O)c3ccc(C)c(C)c3)nc2n1,6,0,1,-12,-6,4,0,-2.2,-11
CC(Cn1cnc2ccccc21)C(=O)O (stereo unspecified),-2,1,0,-4,-2,1,2,-0.9,1
Cc1c(C(N)=O)c(N)c(C(=O)c2ccccc2)n1-c1ccccc1,-4,2,1,-22,-1,12,-6,1.1,-8
O=[N+]([O-])c1ccc(/C=N/Nc2ncc(Br)cn2)cc1,x,0,0,2,-5,3,3,-0.8,3
S=C(Nc1ccccc1)Nc1ccccc1Br,-1,1,-1,-3,2,-3,1,-1.8,6
CCCCCCCCCCn1ccc(=N)cc1,1,1,-18,0,-18,-14,14,-1.9,38*
Cc1cccc(NC(=O)CN2C(=O)NC(C)(c3ccc4ccccc4c3)C2=O)n1 (stereo unspecified),1,10,7,-3,-3,0,5,-0.6,0
CC(=O)c1cnc2cc(-c3cccc(Br)c3)nn2c1C,-3,0,-2,4,8,-2,8,7.8,3
N#Cc1ccccc1OCC(=O)NCc1ccccc1CN1CCCC1,-4,2,-6,2,-6,11,9,-0.9,0
O=c1[nH]c(=S)[nH]c2c1C(c1cc([N+](=O)[O-])c(N3CCOCC3)cc1N1CCOCC1)O2 (stereo unspecified),2,12,2,14,-15,-6,20,-1.2,0
Cc1ccc(CNC(=O)[C@H](Cc2ccccc2)NC(=O)C2CCNCC2)cc1,3,0,-7,-21,-1,1,-3,-0.6,-2
CC(=O)OC(C(=O)NC1CCCCC1)c1ccccc1F (stereo unspecified),7,0,-4,-2,1,12,4,-0.7,2

# Three compounds out of the list above, arranged by the number in CRFBP-R2 block, low to high:
SMILES,IDE cell inh,CHRM4 agonist,M5 ag,CRFBP-R2 block,CHRM5 PAM,CHRM4 PAM,CHRM5 antagonist,CRFBP-R2 agonist,M4 antag
Cc1ccc(CNC(=O)[C@H](Cc2ccccc2)NC(=O)C2CCNCC2)cc1,3,0,-7,-21,-1,1,-3,-0.6,-2
Cc1cccc(NC(=O)CN2C(=O)NC(C)(c3ccc4ccccc4c3)C2=O)n1 (stereo unspecified),1,10,7,-3,-3,0,5,-0.6,0
O=[N+]([O-])c1ccc(/C=N/Nc2ncc(Br)cn2)cc1,x,0,0,2,-5,3,3,-0.8,3

# Further structures
SMILES,IDE cell inh,CHRM4 agonist,M5 ag,CRFBP-R2 block,CHRM5 PAM,CHRM4 PAM,CHRM5 antagonist,CRFBP-R2 agonist,M4 antag
CCn1cc(C(=O)N(C)c2ccc(OC)cc2)c2cc(OC)c(OC)cc2c1=O,8,14,2,-7,-13,-10,15,-5.0,9
CC(=O)NC(=O)NC1CSCC1OC(C)=O (stereo unspecified),-1,1,-2,10,-1,-1,-6,6.2,-11
O=[N+]([O-])c1ccccc1OCCCCN1CCCCC1,-6,1,-7,9,-4,-2,6,-0.2,11
O=C(CSc1ccccn1)Nc1cccc2ccccc12,-3,0,-5,-10,4,8,4,-0.6,-3
CC(=O)c1ccc(S(=O)(=O)NCc2ccc(C(=O)NCC(c3ccccc3)N(C)C)cc2)cc1 (stereo unspecified),2,1,-7,-4,-12,-19,10,-0.5,15
O=C(O)CCCNC(=O)OCc1ccccc1,1,1,-1,-12,8,10,-4,2.7,-10
COc1ccc(Cn2nnc3c(=O)[nH]c(C4CCCN(C(=O)c5ccccc5)C4)nc32)cc1 (stereo unspecified),1,0,3,-11,-3,1,8,-1.5,-8
Cc1ccc(NCSc2ccc(Cl)cc2)cc1,x,0,-2,26,-5,10,7,-4.8,-1
Cc1cccc(NC(=O)c2ccccc2OCC(=O)c2ccc(F)cc2)c1,0,7,-1,20,-5,0,1,-0.9,-6
CCOC(=O)c1cc2nc(OCC)nc(OCC)c2[nH]1,x,1,0,4,-3,2,-1,-0.9,-14
Cc1cc2cc(CNC(=O)c3cccs3)ccc2[nH]1,-3,5,-4,-5,-21,-1,98*,-0.9,-4
Cc1cc(C)cc(C(=O)NC(CC(N)=O)c2ccc(N3CCN(c4ccccc4)CC3)c([N+](=O)[O-])c2)c1 (stereo unspecified),1,4,4,-10,3,12,-1,1.1,3
S=C(NCc1ccccc1)C(=S)NCc1ccccc1,x,-1,1,-6,-4,-3,10,2.6,1
O=C(CSc1ccc(-c2ccco2)nn1)NCc1ccc(F)cc1,-3,1,1,10,-3,7,-1,-2.9,-3
O=C(/C=C/c1ccc(S(=O)(=O)N2CCOCC2)cc1)NCc1ccc(Cl)cc1,-2,5,1,1,-9,-11,6,-0.5,10
CN1CCN(S(=O)(=O)c2ccc(NC(=O)C3CCCO3)cc2)CC1 (stereo unspecified),-2,0,1,2,-6,3,1,1.2,-3
CCn1c(SCC(=O)c2cc(C)n(C)c2C)nnc1-c1ccccc1,6,1,-3,-8,2,14,-9,0.4,2
Cc1ccccc1CS(=O)(=O)c1cn(CC(=O)N2CCC(C)CC2)c2ccccc12,2,19,3,-10,-18,-18,9,0.1,8
N/N=C1\CCCc2c1[nH]c1ccc([N+](=O)[O-])cc21,2,0,0,17,0,2,0,1.3,-2
O=C(Cn1nnc(-c2ccc([N+](=O)[O-])cc2)n1)NNC(=O)c1ccccc1,-2,2,-4,-4,-7,-2,31*,0.2,15
O=C(O)CN1C(=O)SC(Nc2ccc(C(=O)O)cc2)C1=O (stereo unspecified),3,1,-1,26,5,2,-4,3.0,-8
Cc1cccn2c(=O)c(/C=C(\C#N)C(=O)NCc3ccco3)c(N3CCOCC3)nc12,1,2,2,-6,8,4,-5,-3.0,-4
CCC/C=N/NC(=O)CNC(=O)c1ccccc1Cl,-1,1,-3,-1,2,-10,-11,-0.1,-11
Cc1ccc2nc3c(cc(C(=O)NCCc4ccccc4)c(=N)n3CC3CCCO3)c(=O)n2c1 (stereo unspecified),2,1,-5,-8,3,-10,-3,0.1,4
Cc1noc(NS(=O)(=O)c2ccc(NC(=O)CCN3C(=O)c4ccccc4C3=O)cc2)c1C,-4,1,-2,14,-7,1,3,-1.5,2
CCCc1[nH]n(-c2ccc(F)cc2)c(=O)c1C=Nc1cccc(F)c1,0,2,3,-4,-1,-1,-4,-0.4,2
COc1ccc(CCn2c(N)cc(=O)[nH]c2=S)cc1OC,3,0,-3,6,-10,5,8,1.3,8
CC(C)Oc1ccc(S(=O)(=O)N2CCOCC2)cc1NC(=O)CC1OC(=O)c2ccccc21 (stereo unspecified),1,2,1,-7,-2,4,0,-0.5,0
COC(=O)c1ccc(COC(=O)C2CCN(S(=O)(=O)c3c(C)cc(C)cc3C)CC2)o1,x,9,1,-2,-7,-8,4,0.3,5
CCN(CC)CCCNC(=O)Cn1ccc2ccccc2c1=O,1,0,0,-19,7,-4,7,-2.0,4
Cc1ccnc(NC(=O)CS(=O)(=O)c2ccccc2)c1,-2,1,-2,6,1,6,9,1.2,-6
O=C(Nc1ccc(N2CCCCC2)c(Cl)c1)c1ccc2c(c1)OCCO2,4,2,-6,-7,8,-8,-13,13,-6
Cc1cccc2sc(NC(=O)Cn3c(C)csc3=O)nc12,x,2,1,4,-3,9,4,3.9,-8
CC(C)Oc1ccccc1NC(=O)CSc1nc2ccccc2c(=O)n1C,x,18,4,10,-25,-13,8,-3.5,-5
CCCn1ncc(CN2CCC(Oc3ccc(C(=O)N4CCCC4)cc3)CC2)c1C,1,0,-8,-4,-4,-4,12,-1.5,3
Cc1ccc(C(=O)N2CCCC(Nc3ccc(C)c(C)c3)C2)c(=O)[nH]1 (stereo unspecified),-4,0,-2,-8,-1,-8,1,0.3,10
CCOC(=O)[C@@H]1[C@H]2COc3ccccc3[C@@H]2N2C(=O)N(c3ccc(OC)cc3)C(=O)[C@]12C,4,0,1,5,10,7,2,-3.1,-4
COc1cc(N)c(Cl)cc1C(=O)OCC(=O)Nc1cccnc1Cl,-5,2,3,-5,-4,-6,1,0.0,-1
CC(c1cccnc1)N(CCN(C)C)C(=O)Nc1ccc(Cl)c(Cl)c1 (stereo unspecified),-1,2,0,6,2,0,-2,0.5,-2
C/C(N)=C(/C#N)C(=O)COC(=O)C1=NN(c2ccccc2)C(=O)CC1,5,0,0,-2,-3,1,-4,-0.5,-1
O=C(CN1C(=O)NC2(CCOc3ccccc32)C1=O)NCCc1ccc(F)cc1 (stereo unspecified),2,1,3,26,5,6,5,-0.2,-15
COc1ccc(C2SCC(=O)N2c2ccc(F)cc2)cc1 (stereo unspecified),0,1,-6,0,-4,-2,6,0.3,0
CC(=O)c1cc2c(cc1NS(=O)(=O)c1ccccc1Br)OCO2,-4,1,-4,10,0,-1,6,1.2,1
CN1CCN(c2ccc(CNC(=O)C3Cc4c(-c5ccccc5)ccnc4O3)cc2)CC1 (stereo unspecified),x,2,-1,x,-4,4,4,x,-20
CC(=O)Nc1ccc(Oc2ccc(S(=O)(=O)N3CCCC3)cn2)cc1,-2,1,1,5,2,1,7,0.2,5
O=C(NCC1CCCO1)c1cn(-c2ccccc2)nc1-c1ccccc1 (stereo unspecified),-2,5,0,-1,-8,2,-2,-0.2,-25
CC(C)(C)n1nc2c(c1NC(=O)c1ccc(Br)cc1)CS(=O)C2 (stereo unspecified),-1,4,0,2,1,8,2,0.9,-19
O=C(Nc1ccc2c(c1)CCC2)c1cccs1,1,-1,-6,-6,0,-3,-4,-2.5,1
c1coc(-c2ccnc3ncnn23)c1,2,1,-2,9,-5,-2,11,-2.7,-5
CCc1ccc2nc(N(CCCN(C)C)C(=O)c3ccc(S(=O)(=O)N(C)C4CCCCC4)cc3)sc2c1,9,16,-7,-32,-10,-10,13,5.4,7
FC(F)Oc1ccc(-c2csc(Cc3nnc4n3CCCCC4)n2)cc1,x,-1,-4,14,7,18,-11,-1.0,-4
CCC(C(=O)NCc1cccs1)n1nc(C)n2c(cc3occc32)c1=O (stereo unspecified),3,1,1,5,26*,13,-29,-2.2,-5
COC1(OC)C(/C=C/c2ccc(Cl)cc2)C(C#N)(C#N)C1(OC)OC (stereo unspecified),3,1,-2,12,3,-1,-2,-0.6,11
CN1CCN(c2ccc(NC(=S)NC(=O)c3cccc4c(Cl)cccc34)cc2)CC1,6,1,-8,-5,-11,-10,13,-0.4,1
CCn1c(=O)c2ccccc2n(Cc2cccc([N+](=O)[O-])c2)c1=O,-5,-1,-2,-2,0,-3,13,0.4,-1

# Arranged by number of heavy atoms (rising): 3 of the compounds above.
SMILES,IDE cell inh,CHRM4 agonist,M5 ag,CRFBP-R2 block,CHRM5 PAM,CHRM4 PAM,CHRM5 antagonist,CRFBP-R2 agonist,M4 antag
c1coc(-c2ccnc3ncnn23)c1,2,1,-2,9,-5,-2,11,-2.7,-5
COC1(OC)C(/C=C/c2ccc(Cl)cc2)C(C#N)(C#N)C1(OC)OC (stereo unspecified),3,1,-2,12,3,-1,-2,-0.6,11
CCc1ccc2nc(N(CCCN(C)C)C(=O)c3ccc(S(=O)(=O)N(C)C4CCCCC4)cc3)sc2c1,9,16,-7,-32,-10,-10,13,5.4,7
